Assay outcomes from PubChem.
GSK3B inh: inhibitors of human GSK3beta kinase; P49841; GST-GSK3beta kinase, ADP-Glo luminescence, 60 min; stronger effect = lower value; activity score (negative = inhibition), % at 10 µM; hit rate 0.038% among 300,000;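 active means more than half of replicate wells score below -50%, meaning over 50% inhibition versus plate controls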;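 further: 0% = median DMSO wells and -100% = median GW8510 positive control wells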
Target sequence (P49841 whole entry, looked up): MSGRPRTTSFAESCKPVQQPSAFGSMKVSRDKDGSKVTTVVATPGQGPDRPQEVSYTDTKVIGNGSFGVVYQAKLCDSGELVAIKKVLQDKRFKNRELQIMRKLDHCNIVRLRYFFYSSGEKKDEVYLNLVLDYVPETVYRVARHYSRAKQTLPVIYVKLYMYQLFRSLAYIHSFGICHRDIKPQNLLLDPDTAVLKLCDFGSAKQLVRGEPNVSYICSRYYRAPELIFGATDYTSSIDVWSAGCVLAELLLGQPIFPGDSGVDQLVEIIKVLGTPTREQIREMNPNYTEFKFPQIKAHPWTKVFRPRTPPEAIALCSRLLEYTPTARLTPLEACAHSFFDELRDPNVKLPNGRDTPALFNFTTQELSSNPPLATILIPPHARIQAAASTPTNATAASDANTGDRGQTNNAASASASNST
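Test system: GST-fused GSK3beta enzyme, cell-free | Quantity: 1.6 ng GST-GSK3beta enzyme per well | Reagent: 25 µM ATP with peptide substrate | Schedule: 60 min enzyme reaction, room temperature | Signal: Luminescent ADP-Glo measurement of ADP formed | Read-out basis: Score relative to plate controls | Control set: DMSO and 20 µM GW8510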
KLF5 inhibitor: inhibitors of KLF5 expression | inhibition, % at 5 µM | hit rate 0.23% among 290,000 | AID 1700 | DLD-1 KLF5 promoter-luciferase reporter, luminescence;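 active means inhibition above a per-plate limit of that plate's mean compound inhibition plus 3 SD, cut at about 60% in these data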;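 further: 0% = DMSO wells and 100% = LY294002 at 200 µM; higher means less KLF5 promoter-driven luciferase light; inactives centre near -14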
GSK3 alpha inh: inhibitors of human GSK-3 alpha kinase; P49840; ADP-Glo luminescence, 60 min; inhibition, % at 10 µM; hit rate 0.1% among 320,000; AID 2650;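 in the data active means inhibition above about 50%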;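 further: GST-tagged GSK-3 alpha with peptide substrate and 25 µM ATP; 0% = DMSO neutral wells and 100% = GW8510 positive control wells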
Target sequence (P49840 whole entry, looked up): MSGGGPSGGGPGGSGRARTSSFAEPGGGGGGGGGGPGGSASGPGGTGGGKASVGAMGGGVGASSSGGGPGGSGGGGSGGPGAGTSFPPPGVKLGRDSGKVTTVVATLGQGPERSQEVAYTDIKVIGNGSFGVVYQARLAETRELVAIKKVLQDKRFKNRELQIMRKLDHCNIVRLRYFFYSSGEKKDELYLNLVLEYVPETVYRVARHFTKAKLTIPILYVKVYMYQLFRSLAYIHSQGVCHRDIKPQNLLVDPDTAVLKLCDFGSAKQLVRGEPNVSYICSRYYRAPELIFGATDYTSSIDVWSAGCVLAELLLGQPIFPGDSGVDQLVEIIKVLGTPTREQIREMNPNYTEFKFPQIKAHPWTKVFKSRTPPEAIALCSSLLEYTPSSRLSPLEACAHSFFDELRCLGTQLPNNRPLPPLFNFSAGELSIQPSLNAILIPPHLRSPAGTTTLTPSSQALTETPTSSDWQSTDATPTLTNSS
HSF1 inh: HSF1 inhibition. AID 2098. hit rate 0.77% among 300,000. NIH3T3-HGL HSE-luciferase, MG132-induced, luminescence 8 h; stronger effect = lower value. activity change, negative = inhibition, % at 7.5 µM (by protocol);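 active means more than half of replicate wells show activity change below -50%, luminescence cut by over half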;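 further: luciferase reports HSF-1 transcriptional activity via heat shock element; 0% = median of DMSO wells and -100% = zero luminescence signal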
IEC-6 cytotox: counter-screen for KLF5 inhibitors: cytotoxicity in IEC-6 cells. IEC-6 cytotoxicity, luminescence viability. inhibition, % at 5 µM. hit rate 0.78% among 290,000. AID 1825; in the data active means inhibition above about 22%;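 further: 0% = plate median of test compound wells and 100% = cytotoxic reference compound wells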
aSyn 5UTR inh: MLPCN primary screen, SNCA 5' untranslated region; hit rate 0.82% among 300,000; alpha-synuclein 5'UTR reporter, inhibitor activity; inhibition, % (tested at 7.5 µM); AID 1813; in the data active means inhibition above about 60%;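 further: H4 neuroglioblastoma cells stably carrying SNCA 5'UTR luciferase fusion; 0% = DMSO wells and 100% = positive control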
HSF-1 act: increases HSF-1 driven luciferase reporter signal | hit rate 1.7% among 300,000 | activation, % at 9 µM | NIH3T3-HGL HSF-1 luciferase reporter, MG132, 8 h; 100% = twice DMSO control signal | AID 504408;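 active means mean replicate activation of at least 50% with a set share of replicates each reaching 50%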;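 further: 0% = median of the neutral control wells and 100% = twice that signal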
AI-2 QS mod: modulates the Vibrio harveyi AI-2 quorum sensing system; hit rate 0.4% among 300,000; activity change, % at 7.5 µM; Vibrio harveyi JMH597 AI-2 luminescence/OD600 ratio, 9 h; stronger effect = lower value; strain lacks LuxN and CqsS sensors; 0 = neutral-control median; in the data active means activity change below about -75%, passing the limit was not always enough;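 further: luminescence divided by OD600 gain over 9 h not by final OD600 alone; inactives centre near 13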
HSP90 refold inh: inhibitors of HSP90 luciferase refolding in rabbit reticulocyte lysate. luciferase refolding luminescence, 3 h. inhibition, % at 5.6 µM. hit rate 0.91% among 290,000. AID 1789;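 active means inhibition above the screen-wide mean plus 3 SD, computed separately per campaign, cut at about 16% in these data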;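 further: 0% = DMSO wells and 100% = 60 µM geldanamycin wells; inhibitors lower the luminescence because luciferase stays unfolded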
HIF activator: HIF pathway transcriptional activation. U2OS HRE-luciferase reporter, luminescence; normalized: DMSO 0%, desferrioxamine 100%. activation, % at 7.5 µM (by protocol). hit rate 0.32% among 300,000;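 active means mean activation of at least 10% of the iron chelator positive control signal, with at least half of replicates also reaching 10%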
Active calls of the source: *; . = no result given. Compounds as they come; 4.7% or so of the library scored in one or more.

No.	Structure	GSK3B inh	KLF5 inhibitor	GSK3 alpha inh	HSF1 inh	IEC-6 cytotox
1	C/C=C\C=C\C(=O)N1CC2(CC(c3cccc(NC(=O)CC)c3)=NO2)C[C@H]1C(N)=O (stereo partly drawn)	2	.	0	2	.
2	COc1ccc(S(=O)(=O)NCCOc2ccccc2)cc1OC	1	-2	-6	5	5
3	COc1ccc(CNC(=S)Nc2ccc(F)c(Cl)c2)cc1	1	-33	-1	33	-2
4	CC1(C)CC(=O)C=C(NNC(=O)c2ccccc2O)C1	-2	-55	-3	0	-4
5	Cn1c(/C=N/n2cnnc2)nc2ccccc21	0	16	-6	2	4
6	COc1ccccc1N(CC(=O)NCCN1CCOCC1)S(=O)(=O)c1ccc(C)cc1	2	.	0	-3	.
7	CS(=O)(=O)Nc1ccc(C(=O)Nc2ccccc2C(=O)N2CCCC2)cc1	1	-35	0	-4	-5
8	O=C(Nc1ccccc1)N(O)c1ccc(Cl)cc1	1	-52	0	13	7
9	CCCn1c(SCC(=O)Nc2ccc3c(c2)OCO3)nc2c1c(=O)n(C)c(=O)n2C	-1	-7	-1	8	-2
10	O=C(COC(=O)CCC(=O)c1ccc(F)cc1)Nc1cccc(S(=O)(=O)N2CCCC2)c1	0	-28	0	-1	0

No.	aSyn 5UTR inh	HSF-1 act	AI-2 QS mod	HSP90 refold inh	HIF activator
1	3	-8	-2	.	0.1
2	15	-6	-1	-1	0.5
3	-109	73*	-84*	-2	6.3
4	-93	-21	1	5	0.2
5	-12	5	20	2	-0.2
6	-7	8	14	.	-3.9
7	-5	-1	26	7	0.0
8	-122	30	-6	3	2.6
9	15	-4	14	1	-0.2
10	3	-12	-42	0	-0.3

Further structures:
No.	Structure	GSK3B inh	KLF5 inhibitor	GSK3 alpha inh	HSF1 inh	IEC-6 cytotox
11	COc1ccc2c(COC(=O)CCS(=O)(=O)c3ccc(C)cc3)cc(=O)oc2c1	0	.	-1	-73*	.
12	S=c1[nH]nc(-c2ccc(Cl)cc2)n1-c1cccnc1	-4	14	9	3	3
13	COc1cccc(/C=N/Nc2ccc(Cl)nn2)c1	-14	-92	-3	14	-3
14	CC(C)(C)c1cc2cccnc2n1Cc1cccc(F)c1	0	4	1	-16	-10
15	C=CCNC(=S)NNC(=O)CSc1nc2ccccc2s1	3	-50	-3	-7	-1
16	O=C(COc1ccc(S(=O)(=O)N2CCCC2)cc1Cl)NCc1ccc2c(c1)OCO2	-1	-10	0	3	-4
17	CCOc1ccc2nc(SCC(=O)NCc3ccc(OC)c(OC)c3)[nH]c2c1	1	-23	3	-5	-2
18	CCOCCCN(C(=O)c1snc(C(N)=O)c1N)C(C(=O)NC1CCCC1)c1ccc(F)cc1 (stereo not drawn)	2	3	0	9	-2
19	c1ccc(C[C@H]2CNCCN2CCCCC2CCCCC2)cc1	-3	.	0	-7	.
20	O=C(Nc1cccc(C(F)(F)F)c1)N1CCC(c2nc(-c3ccc(F)cc3)no2)CC1	-2	-19	-4	-7	5

No.	aSyn 5UTR inh	HSF-1 act	AI-2 QS mod	HSP90 refold inh	HIF activator
11	4	-79	11	.	0.0
12	-4	-4	5	0	-0.3
13	-168	37	25	0	5.3
14	14	-4	17	2	0.2
15	-14	2	3	8	0.1
16	30	9	19	-2	-0.2
17	-16	4	7	1	-0.4
18	11	6	18	4	0.7
19	-6	2	-20	.	-0.1
20	7	10	37	11	-0.5

Single entries from the results shown:
#13 in GSK3B inh: -14
#17 in GSK3 alpha inh: 3
#18 in aSyn 5UTR inh: 11
#14 in HSF1 inh: -16

(continued)
No.	Structure	GSK3B inh	KLF5 inhibitor	GSK3 alpha inh	HSF1 inh	IEC-6 cytotox
21	COC(=O)c1ccc(Cn2nc(-c3cc(C)ccc3C)ccc2=O)cc1	0	-3	-2	1	-4
22	CCCn1c(N)c(N(CCOC)C(=O)c2ccc(-c3ccc(Cl)cc3)o2)c(=O)[nH]c1=O	0	.	4	-2	.
23	CC(/C=C/c1ccccc1)=N\Nc1ccccc1[N+](=O)[O-]	-3	-8	-3	24	-1
24	CC(=O)N1CCc2cc(S(=O)(=O)CCC(=O)N(C)c3cc(C)ccc3C)ccc21	0	-7	-11	-1	-3
25	COc1cc(C(=O)OCC(=O)N(C)C)cc(NC(=O)c2ccco2)c1OC	-1	-2	-2	3	-4
26	CC(OC(=O)CNS(=O)(=O)c1ccc2ccccc2c1)C(=O)N(C)c1ccccc1 (stereo not drawn)	1	-21	-4	0	-2
27	O=C(COc1ncnc2ccc(Br)cc12)N1CCOCC1	0	-18	3	-9	1
28	COc1ccc(C)cc1S(=O)(=O)Nc1cccnc1	-2	-57	-1	-10	-4
29	Cc1cccc(C)c1NC(=O)CN1CCc2ccccc2C1	4	-22	0	2	2
30	Cc1ccccc1Nc1nc(N)nc(CSc2nnc3ccccn23)n1	-2	-11	.	2	4

No.	aSyn 5UTR inh	HSF-1 act	AI-2 QS mod	HSP90 refold inh	HIF activator
21	7	-5	21	-2	-1.4
22	-12	5	10	.	-0.1
23	-150	40	31	5	1.2
24	11	0	25	-4	0.2
25	1	10	3	-2	-0.3
26	-5	6	-1	3	-0.4
27	-7	-6	3	-4	-0.7
28	-1	5	11	-2	-0.1
29	3	18	20	2	-0.6
30	-51	-3	26	0	1.2

New compounds follow
No.	Structure	GSK3B inh	KLF5 inhibitor	GSK3 alpha inh	HSF1 inh	IEC-6 cytotox
31	Clc1ccc(C2Nc3cccc4cccc(c34)N2)cc1Cl	-1	19	-3	-4	-2
32	O=C(O)C1CCCN1c1ncnc2ccccc12 (stereo not drawn)	1	-22	-1	4	0
33	COc1cccc(C(=O)NCC2CCN(c3ccc(S(=O)(=O)N4CCOCC4)cc3)CC2)c1	-2	-10	0	1	11
34	CCOC(=O)c1cccc2c1-c1ccccc1/C2=N/O	-5	14	5	.	0
35	CC(OC(=O)c1cc(S(=O)(=O)Nc2ccc(F)cc2)ccc1Cl)C(=O)Nc1ccc2c(c1)OCCO2 (stereo not drawn)	-9	-22	0	-15	-3
36	COc1cc(/C=C/c2sc3ccccc3[n+]2CCCS(=O)(=O)[O-])ccc1O	-9	-25	20	1	-6
37	C=C(C)CN1CCN(c2ccc(N3C(=O)CCCC3=O)cc2[N+](=O)[O-])CC1	1	-10	1	-14	0
38	CSc1ccc(CN2CCN(C(=O)CC(C)C)CC2)cc1	1	-18	-3	-9	3
39	Cc1c(NS(=O)(=O)c2ccc3c(c2)n(C)c(=O)n3C)c(=O)n(-c2ccccc2)n1C	5	-20	-2	2	0
40	COc1cc(Br)cc2cc(C(=O)N3CCN(C(=O)c4ccco4)CC3)c(=O)oc12	1	3	0	-7	0

No.	aSyn 5UTR inh	HSF-1 act	AI-2 QS mod	HSP90 refold inh	HIF activator
31	11	-15	-1	4	-28
32	12	19	4	-1	-0.2
33	4	2	9	4	-0.5
34	11	.	11	0	0.2
35	1	-4	13	-3	0.9
36	-14	-4	16	0	0.3
37	2	-12	8	-1	0.0
38	-3	-7	-7	3	1.3
39	12	-9	48	0	-0.1
40	-1	4	-1	0	-0.2

Carrying on:
No.	Structure	GSK3B inh	KLF5 inhibitor	GSK3 alpha inh	HSF1 inh	IEC-6 cytotox
41	COCCN(CC(=O)NCc1ccc(F)cc1)C(=O)CCC(=O)Nc1nccs1	4	-7	8	1	5
42	COc1ccc(-c2nnc(SCC(=O)NC3CCCC3)n2C)cc1	-3	-25	-1	-3	-1
43	CCOCCn1c(CN(Cc2ccccc2)Cc2ccccc2)nc2c1c(=O)[nH]c(=O)n2C	-1	-4	0	5	-3
44	O=C(N/N=C/c1ccc(OC(=O)c2ccccc2)c([N+](=O)[O-])c1)c1ccc(O)cc1	0	-1	0	0	3
45	CN(C(=O)COC(=O)CNC(=O)C12CC3CC(CC(C3)C1)C2)C1CCS(=O)(=O)C1 (stereo not drawn)	-1	1	-2	-2	0
46	CC[n+]1ccc(C(=O)NCc2ccccc2)cc1	2	8	0	-6	0
47	CN1CCN(c2cc(=O)n(Cc3ccc(F)cc3)c(=O)[nH]2)CC1	1	-24	1	-7	0
48	CC(C)CC1Nc2ncnc(N3CCN(c4ccccc4)CC3)c2N(Cc2ccc(Cl)cc2)C1=O (stereo not drawn)	-1	.	1	3	.
49	COc1ccc(C)cc1NC(=O)C1CCCN(S(=O)(=O)c2cccc3cccnc23)C1 (stereo not drawn)	2	-44	-1	0	3
50	COCCOC(=O)c1cc(C(=O)c2cc(Cl)ccc2O)coc1=N	-1	-10	0	-3	2

No.	aSyn 5UTR inh	HSF-1 act	AI-2 QS mod	HSP90 refold inh	HIF activator
41	17	13	1	0	0.1
42	3	-10	9	-1	0.1
43	-7	8	-2	1	-0.2
44	7	-1	42	6	-12
45	-2	2	16	-1	-0.4
46	27	3	14	0	-0.1
47	-28	-8	15	0	0.0
48	32	14	7	.	-0.1
49	22	-5	16	2	-0.2
50	-8	-6	13	0	-0.3

Record cards, as listed above. Screens in order: GSK3B inh | KLF5 inhibitor | GSK3 alpha inh | HSF1 inh | IEC-6 cytotox | aSyn 5UTR inh | HSF-1 act | AI-2 QS mod | HSP90 refold inh | HIF activator
COc1ccc(-c2nnc(SCC(=O)NC3CCCC3)n2C)cc1 in the list: -3 | -25 | -1 | -3 | -1 | 3 | -10 | 9 | -1 | 0.1
CN1CCN(c2cc(=O)n(Cc3ccc(F)cc3)c(=O)[nH]2)CC1 in the list: 1 | -24 | 1 | -7 | 0 | -28 | -8 | 15 | 0 | 0.0
O=C(N/N=C/c1ccc(OC(=O)c2ccccc2)c([N+](=O)[O-])c1)c1ccc(O)cc1 in the list: 0 | -1 | 0 | 0 | 3 | 7 | -1 | 42 | 6 | -12

Later entries
No.	Structure	GSK3B inh	KLF5 inhibitor	GSK3 alpha inh	HSF1 inh	IEC-6 cytotox
51	COC(=O)c1ccc(COc2ncnc3sccc23)cc1	0	-1	-3	-7	-1
52	Cc1oc(C(C)(C)C)c(CN2CCCC2)c1C(=O)O	0	-19	-2	-2	-4
53	COc1cccc(-c2nc(CCl)cs2)c1	-5	-59	-2	6	-1
54	CC(C)(c1ccc(O)cc1)c1ccc(O)cc1	1	-11	16	-1	-3
55	COc1ccc2c(c1)CC(N1CCN(C)CC1)c1cc(OC)ccc1S2 (stereo not drawn)	-3	.	2	6	.
56	CC1=Nc2ccccc2N=C(NC(=O)c2ccccc2)C1c1ccc(Cl)cc1 (stereo not drawn)	3	-12	-3	1	-4
57	Cc1occc1-c1nnc(SCc2nc3ccccc3c(=O)n2CC#N)n1C	-3	-3	2	-3	-8

No.	aSyn 5UTR inh	HSF-1 act	AI-2 QS mod	HSP90 refold inh	HIF activator
51	-8	5	-29	-1	0.1
52	13	8	33	-2	-0.1
53	-28	8	-8	-3	2.1
54	-11	-6	37	0	-5.6
55	-22	4	21	.	-0.4
56	9	6	16	1	0.1
57	-3	-10	34	-3	-0.6

Structures listed above shown as hits in AI-2 QS mod:
No.	mol	GSK3B inh	KLF5 inhibitor	GSK3 alpha inh	HSF1 inh	aSyn 5UTR inh	HSF-1 act	AI-2 QS mod	HSP90 refold inh
3	COc1ccc(CNC(=S)Nc2ccc(F)c(Cl)c2)cc1	1	-33	-1	33	-109	73*	-84*	-2
